High-throughput results as filed in PubChem.
CHT allo act – human CHT allosteric activation; Q9GZV3; CHT-expressing cells, membrane potential dye, choline EC20; active compounds read high; LV-AA mutant CHT in HEK293 cells; actives 0.49% (n = 310,000); B-score at 10 µM; AID 488977;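 active = initial fluorescence not abnormally high and integrated response B-score, plate-corrected, over 3 SD above library mean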
Target sequence (Q9GZV3 whole entry, looked up): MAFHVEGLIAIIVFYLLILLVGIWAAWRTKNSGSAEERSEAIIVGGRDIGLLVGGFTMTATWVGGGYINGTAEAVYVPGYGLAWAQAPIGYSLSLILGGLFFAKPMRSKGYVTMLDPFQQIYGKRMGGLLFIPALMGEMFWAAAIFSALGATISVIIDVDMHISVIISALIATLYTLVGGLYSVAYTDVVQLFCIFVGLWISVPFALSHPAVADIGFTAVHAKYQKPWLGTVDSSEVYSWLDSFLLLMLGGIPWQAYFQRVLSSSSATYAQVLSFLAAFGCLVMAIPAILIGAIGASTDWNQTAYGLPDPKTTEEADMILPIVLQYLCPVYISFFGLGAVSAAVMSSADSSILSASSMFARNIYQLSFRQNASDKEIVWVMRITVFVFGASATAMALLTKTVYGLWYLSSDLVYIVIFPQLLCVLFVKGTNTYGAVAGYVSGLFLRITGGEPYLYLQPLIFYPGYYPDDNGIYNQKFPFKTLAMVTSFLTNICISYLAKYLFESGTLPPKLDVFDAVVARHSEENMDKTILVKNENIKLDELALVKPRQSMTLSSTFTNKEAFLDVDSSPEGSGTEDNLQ
CHT block – inhibitors of human choline transporter CHT; B-score at 10 µM; CHT-expressing cells, membrane potential dye, choline response; active compounds read low; actives 0.86% (n = 310,000); AID 488975; Q9GZV3;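 active = B-score over 3 SD under the library average, and starting fluorescence ratio not unusually high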;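 note: choline stimulus applied at its EC90 after an EC20 pre-addition; B-score computed on integrated fluorescence ratio after choline addition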
Starred values were filed as active, the others as inactive; i = inactive.

SMILES	CHT allo act	CHT block
CN(CC(=O)Nc1cccc(F)c1)C(=O)C1CCN(S(=O)(=O)c2ccc3c(c2)OCCO3)CC1	i	i
O=[N+]([O-])c1ccccc1S(=O)(=O)Oc1ccccc1/C=N/n1cnnc1	i	i
CC(=O)Nc1ccc(NS(=O)(=O)c2cc(Cl)ccc2Cl)cc1	i	i
Cc1ccc(NC(=O)CN(C)C(=O)c2ccccc2Sc2ccccc2C#N)cc1	i	i
COc1ccc(CNC(=O)CSc2n[nH]c(N)n2)cc1	i	i
Cc1ccc(C(NC(=O)NC(C)c2ccccc2)C(Cl)(Cl)Cl)cc1F (centres undefined)	i	i
O=C(COC(=O)c1ccco1)Nc1nc2c(F)c(F)c(F)cc2s1	i	i
CCOC(=O)Cc1csc(NC(=S)NC(=O)c2cccc([N+](=O)[O-])c2)n1	i	i

Profiles as entered above. Order of screens: CHT allo act | CHT block
`CN(CC(=O)Nc1cccc(F)c1)C(=O)C1CCN(S(=O)(=O)c2ccc3c(c2)OCCO3)CC1` is listed with i | i
`CC(=O)Nc1ccc(NS(=O)(=O)c2cc(Cl)ccc2Cl)cc1` is listed with i | i
`CCOC(=O)Cc1csc(NC(=S)NC(=O)c2cccc([N+](=O)[O-])c2)n1` is listed with i | i

Further structures
SMILES	CHT allo act	CHT block
COc1cccc(CNC(=O)N2CCN(S(=O)(=O)c3ccc(C)cc3)CC2)c1	i	i
Cc1c(NC(=O)c2noc3c2CCc2ccccc2-3)c(=O)n(-c2ccccc2)n1C	i	i
O=C(Nc1ccc(N2CCOCC2)cc1)c1cccc2ccccc12	i	i
CN(C)S(=O)(=O)c1ccc(Cl)c(NC(=O)CN2CCN(Cc3ccc4c(c3)OCO4)CC2)c1	i	i
CC1CCCCN1CCNC(=O)CN1C(=O)COc2ccccc21 (centres undefined)	i	i
Cc1ccnc2ccc(-c3nc4ccccc4o3)cc12	i	i
O=C(CSc1ccc(Cl)cc1)Nc1cccc(NC(=O)c2ccco2)c1	i	i
CCn1c(SCC(=O)c2ccc(CNC(C)=O)o2)nnc1-c1cccs1	i	i
COc1ccc(C(CNC(=O)C(CC(C)C)NS(=O)(=O)c2ccc(C)cc2)N2CCOCC2)cc1 (centres undefined)	i	i
Brc1ccc(-c2noc(COc3ccc4c(c3)CCC4)n2)o1	i	i
O=C(CCl)N1CCCC1c1ccc2c(c1)OCCO2 (centres undefined)	i	i
Cc1cccc(C)c1OCC(=O)NNC(=O)CCNC(=O)c1ccco1	i	i
O=C(Cc1cccs1)N1CCN=C1SCc1cccc(F)c1	i	i
COc1ccc(S(=O)(=O)NC(C)C(=O)Nc2cccc(C(C)=O)c2)cc1 (centres undefined)	i	i
COCc1cc(C)nc(SCC[N+](C)(C)CC(=O)c2ccccc2)c1C#N	i	i
COc1cccc(NC(=O)N2CCCC2)c1	i	i
Cc1ccc(CNC(=O)CS(=O)Cc2nc(-c3ccccc3Cl)oc2C)cc1 (centres undefined)	i	i
Cc1cc(C(=O)CSc2nncn2C)c(C)n1-c1ccccc1	i	i
Cc1cc(C)c2nc(SCC(=O)NCCN3C(=O)CSC3=O)cc(C)c2c1	i	i
COc1ccc(NC(=O)CSc2nnc(-c3ccncc3)n2CC2CCCO2)c(OC)c1 (centres undefined)	i	i
CC(CN(C)Cc1ccccc1)OC(=O)c1ccccc1F (centres undefined)	i	i
COc1ccc(C(=O)Nc2nc(C)cc(C)n2)cc1	i	i
Cc1ccc(NC(=O)c2ccc3c(c2)NC(=O)CS3)nc1	i	i
COc1ccc(Cl)cc1NC(=S)NC1CCCC1	i	i
Nc1cc(N)cc(-c2nc3ccccc3[nH]2)c1	i	i
Cc1ccc(N(C(C)C(=O)Nc2c(C)n(C)n(-c3ccccc3)c2=O)S(C)(=O)=O)cc1C (centres undefined)	i	i
Cc1c(NC(=O)c2ccc(=O)oc2)c(=O)n(-c2ccccc2)n1C	i	i
COc1ccccc1NC(=O)Cn1c(=O)n(CCc2c[nH]c3ccccc23)c(=O)c2cccnc21	i	i
O=C(O)c1ccc(N/N=C/c2cn(-c3ccccc3)nc2-c2cccs2)cc1	i	-5.8*
O=C(CSc1ncnc2ccccc12)c1cccs1	i	i
COc1ccc(C(=O)Nc2c(F)c(F)c(F)c(F)c2F)c(OC)c1	i	i
O=S(=O)(Nc1ccc(O)c(NS(=O)(=O)c2ccccc2)c1)c1ccccc1	i	i
O=C(Cn1cnc([N+](=O)[O-])c1)Nc1cc(Oc2ccc(Cl)cc2Cl)cc([N+](=O)[O-])c1	i	i
Cc1[nH]nc2c1C(c1ccc(N(C)C)cc1)C1=C(CC(C)(C)CC1=O)N2 (centres undefined)	i	i
CCOC(=O)N1CCN(C(=O)Nc2ccc3nccnc3c2)CC1	i	i
COc1ccc(NC(=O)CCn2cc(C)c3ccccc32)cc1	i	i
CC(=O)Nc1ccc(S(=O)(=O)Nc2cccc(-c3nc4cc(C)ccc4o3)c2)cc1	i	i
COc1ccc(C(=O)N/N=C/c2ccc(OC)c(COc3ccc(F)cc3)c2)cc1	i	i
Cc1ccc(S(=O)(=O)CC(=O)Nc2cccc(C)n2)cc1	i	i
O=C(N/N=C/c1cn(-c2ccccc2)nc1-c1ccc(F)cc1)c1ccc2c(c1)OCO2	i	i
Cc1cc(CNC(=O)C2(C(F)(F)F)C/C(=C\Cc3ccccc3)CCCO2)nn1C (centres undefined)	i	i
COC(=O)c1sc2ccccc2c1-n1cccc1C(=O)C(=O)Nc1ccc(C)cc1	i	i
COc1ccc(N2CC(NS(=O)(=O)c3cccnc3)CC2=O)cc1OC (centres undefined)	i	i
Cc1ccccc1OCC(=O)NNC(=O)Nc1ccccc1	i	i
Cc1ccc(S(=O)(=O)N2CCN(C(=O)COc3ccc(NC(=O)c4ccco4)cc3)CC2)cc1	i	i
Clc1ccc(C(Cn2ccnc2)OCc2c(Cl)cccc2Cl)c(Cl)c1 (centres undefined)	i	i
CCOc1ccccc1NC(=O)NCc1ccc(F)cc1	i	i
Cc1cccc(OCCCN2CCOCC2)c1C	i	i

Next section:
Order of values: CHT allo act	CHT block
COc1ccc(C(=O)Nc2ccccc2C(=O)NCc2cccnc2)cc1OC
→ i	i
CNC(=O)NC1CCCc2ccccc21 (centres undefined)
→ i	i
C=CCN1CN(CCc2ccccc2)CNC1=S
→ i	i
O=C(O)c1ccc2c3c(cccc13)C(=O)N(c1ccccc1)C2=O
→ i	i
COc1ccc(-c2cc(C(=O)c3c(N)n(C)c(=O)n(C)c3=O)c3ccccc3n2)cc1OC
→ i	i
CC(Oc1ccc(C(=O)c2ccc(F)cc2)cc1)C(=O)N1CCOCC1 (centres undefined)
→ i	i
O=C(O)CSCC(=O)Nc1ccc(S(=O)(=O)N2CCCCC2)cc1
→ i	i
O=C1CC(c2ccccc2)CC(O)=C1C=NCCCN1CCOCC1 (centres undefined)
→ i	i
C=COCCCNc1ncnc2sc(-c3ccccc3)cc12
→ i	i
COc1cc(/C=N/NC(=O)c2ccccn2)ccc1OC(=O)c1cccs1
→ i	i
CC(C)=C(NC(=O)c1ccccc1)C(=O)Nc1cccc(C(=O)O)c1
→ i	i
Cc1ccc(-c2nc(N)n(C(=O)c3cccs3)n2)cc1
→ i	i
CCN1CCN(c2nc3c(C)cccn3c(=O)c2/C=C(\C#N)S(=O)(=O)c2ccc(C)cc2)CC1
→ i	i
C=CCNC(NC(=O)c1ccccc1)(C(=O)OCC)C(F)(F)F (centres undefined)
→ i	i
COc1ccc(S(=O)(=O)Cc2ccc(C(=O)N3CCN(C4CCCCC4)CC3)o2)cc1
→ i	i
Cc1nc2nc3c(cn2n1)C(=O)CCC3
→ i	i
O=C1CN(Cc2cc(=O)oc3cc4c(cc23)CCC4)CCN1
→ i	i
CCN(CC)CC(=O)NCC1(c2ccccc2)CCCC1
→ i	i
CCC(C)NC(=O)c1ccc2c(SCC(=O)O)c3c(nc2c1)CCCC3 (centres undefined)
→ i	i
CCOc1ccccc1CN1CCCC(CNC(=O)Cc2ccc(OC)cc2)C1 (centres undefined)
→ i	i
Cc1ccc(S(=O)(=O)CCc2nnc(NC(=O)c3cccs3)s2)cc1
→ i	i
CNC(=O)Cc1csc2ccc(Cl)cc12
→ i	i
COc1ccc(C(=O)NCCN2CCN(C(=O)c3ccc(OC)cc3)CC2)cc1
→ i	i
Cc1cc(C)nc(NC2=NCC(=O)N2c2cc(Cl)cc(Cl)c2)n1
→ i	i
Cc1ccc(C(=O)Nc2cnc3ccccc3c2)cc1
→ i	i
CCOc1ccccc1NC(=O)N1CCCC(c2nc3c(nnn3Cc3ccc(C)cc3)c(=O)[nH]2)C1 (centres undefined)
→ i	i
Oc1ccc(-c2cn3c(n2)SCC3)cc1O
→ i	i
Cc1csc(NC(=O)CSc2nc3sc(C)c(C)c3c(=O)[nH]2)n1
→ i	i
COc1ccc(CN2CCOCCOCCOCCOCC2)cc1
→ i	i
Cc1occc1C(=O)NNC(=S)NCc1ccc(Cl)cc1
→ i	i
O=C(CCCn1ncn2c(cc3occc32)c1=O)NCc1cccc(Cl)c1
→ i	i
O=C1CCCCC(=O)c2ccccc2N1
→ i	i
NS(=O)(=O)c1ccc(N/N=C/C=C/c2ccccc2[N+](=O)[O-])cc1
→ i	i
CCNc1cccc2c1C(=O)N(C)C2=O
→ i	i
c1ccc(COc2nsnc2N2CCOCC2)cc1
→ i	i
CCOC1=CC(=O)N(Cc2ccccc2)C1
→ i	i
CCN(CC)C(=O)c1cc2c(=O)n3cccc(C)c3nc2s1
→ i	i
CCOc1ccc(CNC(=O)Cn2c(=O)c3cccn3c3ccccc32)cc1
→ i	i
CCCCn1c(-c2ccco2)n[nH]c1=S
→ i	i
CCC(NC(=O)C1C2C=CC(C2)C1C(=O)O)c1ccc(C)cc1 (centres undefined)
→ i	i
CCN(CC)CCOc1ccccc1OC
→ i	i
CC(C)(C)/C(O)=C/c1nc2ccccc2[nH]c1=O
→ i	i
COc1ccc(NC(=O)NCCCN2CCCC2=O)cc1
→ i	i
CC12CN3CCN(CC(C3)/C1=N/NC(=O)Nc1ccccc1)C2
→ i	i
c1cncc(CNc2ncnc3sccc23)c1
→ i	i
C=C(C)CN(CC)C(=O)c1ccc(OC2CCN(S(=O)(=O)N(C)C)CC2)cc1
→ i	i
COc1cccc(/C=C2\SC(=S)N(NC(=O)c3ccncc3)C2=O)c1
→ i	-8.7*
Cc1cc(N2CCCC2)ccc1/C=C1/C(=O)N(C)C(=S)N1C
→ i	i
COc1ccccc1C(=O)Nc1ccc(Oc2nnc(-c3ccc(C)cc3)c3ccccc23)cc1
→ i	i
O=S(=O)(NC(=S)c1ccccc1)c1ccccc1
→ i	i

Next structures.
Order of values: CHT allo act	CHT block
O=C(NC1CCCCC1)NC1CC2CCCC(C1)N2C1CCCC1 (centres undefined)
→ i	i
CC(NC(=O)c1ccccc1)C(=O)N/N=C/c1ccccc1 (centres undefined)
→ i	i
Cn1c(N)c(C(=O)COC(=O)CSc2ccc(Cl)cc2)c(=O)n(C)c1=O
→ i	i
O=[N+]([O-])c1ccc(NNC(=S)Nc2ccc(F)cc2)cc1
→ i	-6.9*
CCCC(=O)NC(C)C(c1cccs1)N1CCN(C)CC1 (centres undefined)
→ i	i
CN(CC(=O)Nc1ccc(Cl)c(C(F)(F)F)c1)C(=O)C1CCC1
→ i	i
CC1=C(C(=O)OCCOC(C)C)C(c2cc3c(cc2Br)OCO3)CC(=O)N1 (centres undefined)
→ i	i
CCn1c2ccccc2c2cc(NC(=O)c3ccc(=O)oc3)ccc21
→ i	i
CC(NC(=O)/C(C#N)=C/c1ccc([N+](=O)[O-])o1)c1ccccc1 (centres undefined)
→ i	-5.3*
Cc1cccc(-c2n[nH]c(=S)n2/N=C/c2cccs2)c1
→ i	i
CCCC(=O)c1ccc(N2CCN(C(=O)c3ccccc3)CC2)c(F)c1
→ i	i
COc1cccc(N2CCN(C(=O)CCc3nnc4ccc(N5CCOCC5)nn34)CC2)c1
→ i	i
Cc1ccc(C(=O)Cn2c(N3CCOCC3)nc3c2c(=O)n(C)c(=O)n3C)cc1
→ i	i
CCn1c(C)nc2cc(C(=O)NNC(=S)Nc3ccc(F)cc3)ccc21
→ i	i
CCOc1ccc2ccccc2c1/C=N/NC(=O)CNC(=O)c1ccccc1F
→ i	i
Fc1ccc(NC(=S)N2CCSC2c2cccs2)cc1 (centres undefined)
→ i	i
O=Cc1ccc(-c2nc3ccccc3s2)o1
→ i	i
Cc1cc(C)n2nc(C(=O)NCc3ccccc3)cc2n1
→ i	i
ClC(Br)=C(n1cnc2ccccc21)n1cnc2ccccc21
→ i	i
c1ccc2c(N3CCOCC3)nc(-c3ccncc3)nc2c1
→ 7.1*	i

Pulled one by one from above, 2 records:
Order of values: CHT allo act	CHT block
Cc1ccc(C(=O)Cn2c(N3CCOCC3)nc3c2c(=O)n(C)c(=O)n3C)cc1
→ i	i
O=Cc1ccc(-c2nc3ccccc3s2)o1
→ i	i

(next part)
Order of values: CHT allo act	CHT block
COCCN(C(=O)COC(=O)Cc1cccc(OC)c1)c1c(N)n(CC(C)C)c(=O)[nH]c1=O
→ i	i
COc1cc(C)ccc1S(=O)(=O)NC1CC(C)(C)NC(C)(C)C1
→ i	i
CN(C)/C=C/C(=O)c1cc(F)cc(C(F)(F)F)c1
→ i	i
Cn1c(CC(=O)Nc2ccccc2)nnc1SCC(=O)c1ccccc1
→ i	i
CCOC(=O)c1c(C)[nH]c(C)c1S(=O)(=O)N(C)CC(=O)NCc1cccc(C)c1
→ i	i
O=C(Nc1ccc(C(=O)NC2CCCCC2)cc1)c1cccnc1
→ i	i
O=C(COc1ccc(Cl)cc1)N1CCN(c2ncccn2)CC1
→ i	i
COc1ccc(S(=O)(=O)NCC2CCCN(C(=O)c3cccs3)C2)cc1 (centres undefined)
→ i	i
O=[N+]([O-])c1cc(/C=N/n2cnnc2)ccc1N1CCCC1
→ i	i
